Bioassay records deposited in PubChem BioAssay by several laboratories.
CHRM5 antagonist = antagonists of human muscarinic M5 receptor (CHRM5) | AID 624040 | CHO-hM5 cells, Fluo-8 calcium fluorescence, ACh EC80 | inhibition, % at 3 µM | hit rate 0.59% among 360,000;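 active = inhibition above a per-plate cutoff, the mean of that plate's test compounds plus 3 SD, cut at about 27% in these data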;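 also: 0% = acetylcholine EC80 with DMSO and 100% = DMSO without agonist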
Target sequence (P08912 whole entry, looked up): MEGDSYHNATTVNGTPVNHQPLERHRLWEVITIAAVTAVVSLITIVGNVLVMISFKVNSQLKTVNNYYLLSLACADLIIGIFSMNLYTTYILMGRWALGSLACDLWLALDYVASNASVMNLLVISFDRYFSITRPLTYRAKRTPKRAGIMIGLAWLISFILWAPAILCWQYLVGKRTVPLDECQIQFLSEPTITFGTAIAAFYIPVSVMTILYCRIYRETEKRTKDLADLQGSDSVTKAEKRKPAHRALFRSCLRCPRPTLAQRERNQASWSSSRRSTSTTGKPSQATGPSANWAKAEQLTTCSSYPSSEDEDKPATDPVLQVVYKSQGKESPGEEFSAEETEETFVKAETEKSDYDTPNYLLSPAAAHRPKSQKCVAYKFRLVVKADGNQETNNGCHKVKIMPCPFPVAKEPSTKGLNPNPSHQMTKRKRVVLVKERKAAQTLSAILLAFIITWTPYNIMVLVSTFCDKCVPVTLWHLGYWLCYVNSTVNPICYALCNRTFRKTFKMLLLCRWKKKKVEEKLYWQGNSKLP
CHRM5 agonist = CHRM5 agonism in calcium assay; P08912; CHO-K1 hM5 cells, Fluo-8 calcium fluorescence; 0% DMSO wells, 100% maximal acetylcholine response; activation, % at 3 µM; hit rate 0.19% among 360,000; AID 624037;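 active = activation above the run's mean over test compounds plus 3 SD, cut at about 23% in these data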;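 also: signal is peak over basal fluorescence ratio across the kinetic read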
M4 antag = CHRM4 antagonism in calcium assay; CHO-hM4 cells, ACh EC80, Fluo-8 calcium fluorescence; inhibition, % at 3 µM; hit rate 0.73% among 360,000; AID 624125;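 active = inhibition above its plate's cutoff, the mean inhibition of sample wells plus 3 SD, cut at about 27% in these data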;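 also: 0% = acetylcholine EC80 with DMSO and 100% = DMSO without agonist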
Target sequence (P08173 whole entry, looked up): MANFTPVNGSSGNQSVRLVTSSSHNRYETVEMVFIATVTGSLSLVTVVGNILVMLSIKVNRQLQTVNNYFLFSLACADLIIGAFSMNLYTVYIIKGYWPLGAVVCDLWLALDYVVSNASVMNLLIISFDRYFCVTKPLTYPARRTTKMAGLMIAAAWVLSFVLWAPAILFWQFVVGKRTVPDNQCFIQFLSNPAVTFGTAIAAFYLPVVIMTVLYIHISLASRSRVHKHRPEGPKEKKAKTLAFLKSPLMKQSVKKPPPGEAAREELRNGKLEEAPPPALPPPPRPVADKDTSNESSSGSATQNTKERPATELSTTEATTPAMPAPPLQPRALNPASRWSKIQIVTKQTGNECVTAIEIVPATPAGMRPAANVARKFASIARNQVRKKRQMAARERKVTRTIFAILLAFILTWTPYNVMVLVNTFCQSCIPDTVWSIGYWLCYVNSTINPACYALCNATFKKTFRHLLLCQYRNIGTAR
CRFBP-R2 agonist = agonists of human CRF-binding protein/CRF-R2 receptor complex; activation, % at 13.2 µM; HEK293 CRF-R2/CRF-BP, calcium dye fluorescence (FLIPR); percent of saturating CRF peptide response; hit rate 0.46% among 350,000; AID 588473;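 active = activation of at least 50%, plus an integration ratio under a set limit after plate pattern correction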;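 also: plate controls were neutral control wells without compound for no effect and CRF at EC100 for full effect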
CHRM4 agonist = agonists of human muscarinic M4 receptor (CHRM4) | P08173 | CHO-K1 hM4/Gqi5, Fluo-8 calcium fluorescence; vehicle 0%, full acetylcholine response 100% | activation, % at 3 µM | hit rate 0.14% among 360,000;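 active = activation above the run mean over all test wells plus 3 SD, cut at about 32% in these data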;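 also: peak over basal fluorescence ratio per well then scaled between controls; 0% = DMSO wells and 100% = acetylcholine at EC100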
CHRM1 antagonist = human CHRM1 antagonism. P11229. inhibition, % at 3 µM. hit rate 1.3% among 360,000. CHO-K1 hM1, Fluo-8 calcium fluorescence, ACh EC80 antagonist;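 active = percent inhibition above its own plate's cutoff, namely the mean of that plate's compound wells plus 3 SD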;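 also: peak over basal fluorescence ratio during 140 s after agonist addition; 0% = ACh EC80 plus DMSO and 100% = DMSO alone without agonist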
CHRM4 PAM = potentiates acetylcholine response at human M4 receptor; P08173; CHO-K1 hM4/Gqi5, Fluo-8 calcium fluorescence, ACh EC20; 0% = ACh EC20, 100% = maximal ACh; activation, % at 3 µM; hit rate 0.4% among 360,000; AID 624126;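 active = activation above its plate's cutoff, the mean activation of sample wells plus 3 SD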; also: some results filed as inactive read as strong as hits
CHRM1 PAM = potentiates human M1 receptor response to acetylcholine | P11229 | CHO-K1 hM1, Fluo-8 calcium fluorescence, ACh EC20; 0% = ACh EC20, 100% = maximal ACh | activation, % at 3 µM | hit rate 0.088% among 360,000 | AID 588819; in the data active = activation above about 19%, passing the limit was not always enough
M5 PAM = CHRM5 positive allosteric modulation; hit rate 0.3% among 360,000; AID 624038; CHO-K1 hM5, Fluo-8 calcium, ACh EC20 PAM; 0% = ACh EC20, 100% = ACh EC100; activation, % at 3 µM; P08912;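 active = activation above the run cutoff, the mean activation of all test compounds plus 3 SD, cut at about 18% in these data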
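System – CHO-K1 hM5 cells · Compound – 3 µM, single dose · Incubation – compound preincubation 140 s before EC20 acetylcholine addition · Technique – Fluo-8 calcium fluorescence · Measure – Max/basal fluorescence ratio as % of EC20–EC100 ACh window · Benchmarks – low control EC20 acetylcholine (0%), high control EC100 acetylcholine (100%) · Replication – singlicate, one well per test compound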
* = called active by the depositor; x = not tested or not shown.

no.	CHRM5 antagonist	CHRM5 agonist	M4 antag	CRFBP-R2 agonist	CHRM4 agonist	CHRM1 antagonist	CHRM4 PAM	CHRM1 PAM	M5 PAM	Structure
1	-6	-3	-3	2.5	0	-10	-2	8	10	COc1ccc(C(=O)NCc2nnc(SCC(=O)NCc3ccc(F)cc3)o2)cc1
2	5	-2	-5	2.1	2	-6	-3	1	-2	Cc1ccc(NC(=O)c2ccco2)c(NC(=O)c2ccccc2C)c1
3	70*	-7	29*	x	4	90*	-16	-26	-23	C(=C\c1ccccc1)/CN1CCN(C(c2cccs2)c2nnnn2-c2ccc3c(c2)OCCO3)CC1 (centres undefined)
4	3	-6	-1	-0.7	2	-5	-7	-2	-9	CSc1ccc(CN2CCN(Cc3ccccc3)C(CCO)C2)cc1 (centres undefined)
5	9	0	1	70*	2	-8	4	3	-3	Cn1c(=O)c2[nH]c(-c3ccccc3)c(O)c2n(C)c1=O
6	3	12	-3	18	1	-8	-1	8	-5	O=c1ccc2c(ccc3ncccc32)o1
7	1	-1	6	0.5	1	-13	-2	2	-1	CC(=O)Nc1ccc(CN2CCc3c([nH]c4ccccc34)C2C(C)(C)C)cc1 (centres undefined)
8	11	-1	-4	-1.1	1	-6	0	4	-5	CCc1c(O)nc(SCC(=O)Nc2ccccc2C)n(-c2ccc(C)cc2)c1=O
9	11	-3	5	-0.6	0	1	-5	-3	-4	CCOc1ccccc1Nc1ccc2nonc2c1[N+](=O)[O-]
10	1	-1	-14	-1.1	1	-20	8	6	-2	O=C(NCC1CCCO1)c1ccc(NC(=O)C2CCCCC2C(=O)O)cc1 (centres undefined)
11	10	-6	16	21	12	0	3	2	0	CN(C)CCCN(C(=O)c1ccc2c(c1)CCCC2)c1nc2ccc(Cl)cc2s1
12	5	-2	2	-1.4	0	-5	6	8	4	Cc1[nH]c(=O)[nH]c(=O)c1S(=O)(=O)N1CCCCC1
13	1	-4	6	1.4	0	5	-3	-1	-2	O=C(C[n+]1ccccc1)N/N=C/c1cccs1
14	4	-6	6	-0.6	2	-8	17	18	11	CCCCCCCNC(=O)C1(CC2CC(c3ccc(Cl)cc3)=NO2)CCNCC1 (centres undefined)
15	-5	-3	-5	1.1	-1	-14	2	8	0	CC(C(=O)Nc1ccc(F)c(F)c1F)N(C)CCOc1ccccc1 (centres undefined)
16	5	3	-6	0.5	1	-15	-5	2	-3	CCn1c(SC(C)C(=O)NCC2CCCO2)nc2scc(-c3ccccc3)c2c1=O (centres undefined)
17	-1	-2	4	0.0	0	-21	1	2	4	COc1ccc(CC(=O)Nc2c3c(nn2-c2cccc(Cl)c2)CS(=O)C3)cc1 (centres undefined)
18	1	3	-3	-1.0	2	-38	12	13	0	NC(=O)NC(c1ccccc1)c1ccccc1
19	6	9	2	-0.7	10	-9	-3	9	-5	C=CC(=O)N1C/C(=C/c2ccccc2)C(=O)/C(=C\c2ccccc2)C1
20	-8	4	3	-1.1	0	7	-3	1	2	CC1(C)Cc2c(cnn2-c2ccc(F)cc2)C(NC(=O)CCCN2CCCCC2=O)C1 (centres undefined)
21	-3	-1	2	-0.4	0	-9	-2	2	-3	CC(NS(=O)(=O)c1ccc(Br)cc1)C(N)=O (centres undefined)
22	-6	0	8	1.4	-1	15	-6	-11	3	Cc1ccc(Oc2nnc(-c3ccccc3)c3ccccc23)cc1
23	-4	0	0	-1.1	0	-1	3	-4	10	Cc1cccc2cc(CN(CCCN3CCOCC3)Cc3nnnn3C(C)(C)C)c(=O)[nH]c12
24	4	1	-4	-1.6	2	-16	5	3	-3	O=C(CSc1nnc(Cc2ccccc2)o1)N1CCOCC1
25	-7	-2	1	-0.4	3	-5	8	-7	18*	CCC(=O)Nn1cnc2c(c1=O)C1(CCCCC1)Cc1ccccc1-2

Gathered by group: those above with a thiophene ring, fused or not
no.	CHRM5 antagonist	CHRM5 agonist	M4 antag	CRFBP-R2 agonist	CHRM4 agonist	CHRM1 antagonist	CHRM4 PAM	CHRM1 PAM	M5 PAM	Structure
3	70*	-7	29*	x	4	90*	-16	-26	-23	C(=C\c1ccccc1)/CN1CCN(C(c2cccs2)c2nnnn2-c2ccc3c(c2)OCCO3)CC1 (centres undefined)
13	1	-4	6	1.4	0	5	-3	-1	-2	O=C(C[n+]1ccccc1)N/N=C/c1cccs1
16	5	3	-6	0.5	1	-15	-5	2	-3	CCn1c(SC(C)C(=O)NCC2CCCO2)nc2scc(-c3ccccc3)c2c1=O (centres undefined)

More records
no.	CHRM5 antagonist	CHRM5 agonist	M4 antag	CRFBP-R2 agonist	CHRM4 agonist	CHRM1 antagonist	CHRM4 PAM	CHRM1 PAM	M5 PAM	Structure
26	28*	11	13	33	16	27	-8	-20	-15	O=C(Nc1ccccc1)Nc1ncc([N+](=O)[O-])s1
27	15	-4	-8	0.2	2	-10	0	6	-3	COCCN1CCN(C(=O)c2cc(COc3ccc(F)cc3Cl)on2)CC1
28	1	-3	-11	-0.9	1	-5	1	4	-2	COCCC(=O)N1CCC(Oc2ccc(C(=O)NCc3ccon3)cc2)CC1
29	2	6	-19	3.9	5	-8	3	11	12	Nc1nonc1-n1nnc(C(=O)N/N=C/c2ccncc2)c1-c1ccccc1
30	-3	-1	-10	1.0	3	-5	4	8	0	Cc1nn(-c2ccccc2)c(N)c1C(O)(CC(=O)C(F)(F)F)C(F)(F)F (centres undefined)
31	0	-3	-1	-0.9	2	6	2	4	-2	C=CCn1c(C)cc(C(=O)COC(=O)[C@@H](NC(=O)c2ccccc2Cl)C(C)C)c1C
32	3	3	-3	7.9	2	7	4	6	-3	CCOC(=O)C1=C(C)n2c(s/c(=C/c3cccc([N+](=O)[O-])c3)c2=O)=NC1c1ccc(O)c(OC)c1 (centres undefined)
33	-3	0	8	1.8	0	8	1	-3	-2	CSc1ccccc1C(=O)NCc1ccc(S(N)(=O)=O)cc1
34	12	-6	-7	-0.2	1	9	-5	-5	-8	Cc1cccc(OCC(=O)N2CCN(C(=O)Cc3ccccc3)CC2)c1
35	-4	-4	5	0.4	0	-8	2	-1	0	Cc1ccn2c(C(=O)CSc3ccc(Cl)cc3Cl)c(C)nc2c1
36	6	-2	-13	-0.2	0	-17	11	17	0	COc1ccc(NC(=O)NC2(C(=O)N3CCCCC3)CCCCC2)cc1
37	6	0	-1	-0.3	2	6	-1	8	-5	COc1ccc(NC(=O)CCN2C(=O)c3ccccc3S2(=O)=O)c(OC)c1
38	-8	3	14	1.1	0	3	5	1	11	CCOc1ccc(-n2c(=S)sc3c(=O)[nH]c(SCC(=O)N4CCC(C)CC4)nc32)cc1
39	1	-3	-15	2.0	2	-26	5	-1	7	Oc1c(CN2CCCCC2)cc(Br)c2cccnc12
40	-2	3	-5	3.9	0	-8	1	2	1	Cc1ccc(/C=C/C(=O)NC(=S)N2CCN(c3ccc(F)cc3)CC2)cc1
41	0	-3	-6	-0.9	-2	-6	1	8	1	COc1ccc(-c2nc3ccccc3nc2-c2ccccc2)cc1
42	0	-2	-17	9.1	0	1	14	4	-5	CCCSc1nc2c(c(=O)n(C)c(=O)n2C)n1Cc1ccc(C)cc1
43	0	-5	8	-0.8	0	-20	-2	10	-4	CC(C)c1ccc(-c2nn(-c3ccccc3)cc2C2C(C#N)=C(N)OC3=C2C(=O)CC(C)(C)C3)cc1 (centres undefined)
44	2	3	-24	-3.9	5	-4	6	2	-4	O=C(CC12CC3CC(CC(C3)C1)C2)Nc1cccc2ncccc12
45	9	-2	-2	-2.1	-1	-7	-2	-1	-2	C[C@@H]1CC=C[C@H]2[C@H]1C(=O)N(Cc1ccccc1)[C@H]2c1ccc(Br)cc1F
46	0	-1	-2	-3.9	1	6	-4	-9	-8	COC(=O)c1cccc(-c2ccc(C(c3c(C)[nH][nH]c3=O)c3c(C)[nH][nH]c3=O)o2)c1
47	1	2	10	-0.6	2	-5	2	7	-1	N#Cc1ccc(/C=C/C(=O)c2cccnc2)cc1
48	0	1	-13	2.2	6	4	-4	-8	-1	c1cc(N2CCCC2)ccc1C(c1nnnn1C1CCCCC1)N1CCOCC1 (centres undefined)
49	-13	2	-2	5.5	1	-3	0	-1	6	Cc1ccc(/C=C2/C(=O)c3ccc(C(=O)O)cc3C2=O)o1
50	9	-1	-11	-0.5	0	-10	-5	9	5	O=C(CN1C(=O)c2ccccc2C1=O)Nc1nccs1

Values by screen from the list.
CHRM4 PAM, nos. 30–41, in order: 4, 2, 4, 1, -5, 2, 11, -1, 5, 5, 1, 1
M4 antag, nos. 30–41, in order: -10, -1, -3, 8, -7, 5, -13, -1, 14, -15, -5, -6

(more compounds)
no.	CHRM5 antagonist	CHRM5 agonist	M4 antag	CRFBP-R2 agonist	CHRM4 agonist	CHRM1 antagonist	CHRM4 PAM	CHRM1 PAM	M5 PAM	Structure
51	7	3	-13	1.1	9	-8	-3	3	-5	Nc1ccccc1Nc1nc2ccccc2[nH]1
52	7	-1	14	-1.0	-1	10	-7	-2	-2	Cc1ccc(CNC(=O)C2CCC(=O)N(CCc3ccccc3)C2)s1 (centres undefined)
53	-1	-3	12	1.3	1	5	4	-3	-1	Cc1cc(NC(=O)CSc2nc3c([nH]c4ccccc43)c(=O)n2-c2cccc(C(F)(F)F)c2)no1
54	3	1	-13	-1.9	3	-3	5	9	-6	Cc1cc(C)c(NC(=O)CN(C)C(C)C(=O)N2CCc3ccccc32)c(C)c1 (centres undefined)
55	3	0	-7	-2.6	1	15	2	-4	-3	COc1ccc(OC)c(C2CC(=O)NC(SC)=C2C#N)c1 (centres undefined)
56	11	-1	-7	-0.5	1	-5	5	5	1	Cc1csc(=O)n1CC(=O)Nc1ccc(S(C)(=O)=O)cc1
57	8	1	-13	4.4	1	-10	2	11	-3	N#CC1(NC(=O)CSc2nnc(COc3ccccc3F)n2N)CCCCC1
58	-5	0	-13	0.4	0	-13	19	7	4	CCOc1ccccc1/C=C(\C(=O)O)c1ccc(S(=O)(=O)N2CCCCC2)s1
59	13	2	8	-0.2	-1	5	-4	-2	6	O=C(O)c1ccccc1Cc1nc2cc(Cl)ccc2c(=O)[nH]1
60	6	3	-9	-0.1	2	-1	-1	0	-7	Cc1cccc(OCc2nnc(SCC(=O)NCCc3ccccc3)o2)c1
